Mm-Cpn inhibitor: inhibitors of Methanococcus maripaludis chaperonin (MmCpn) | Potency, µM (doses to about 76.9 µM), inactives show at the highest dose activity, negative = inhibition, most hits filed as inhibitors | 0.031% of 330,000 active | AID 504842 | purified Mm-Cpn ATPase, ADP Transcreener TR-FRET; also: potency is read from the fitted curve at half-maximal effect; % is scaled to controls: 0 for no effect and ±100 for the full control effect; nearly all actives have a fitted effect of over 80% in size
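TR-FRET (320 nm excitation; 590 and 665 nm emission) reports ADP made from 10 uM ATP by 25 nM enzyme; compounds were preincubated 10 min, reaction run 30 min, both at 37°C.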
A549 viability: counter-screen for Nrf2 inhibitors: cytotoxicity in A549 cells. A549 ARE-Fluc cells, CellTiter-Fluor viability, 18-24 h. Potency, µM (titrated, usually from 46 µM), for inactives: at the top dose activity change, negative = cytotoxicity, most hits filed as inhibitors. 0.16% of 390,000 active; also: potency is read from the fitted curve at half-maximal effect; % is scaled to controls: 0 for no effect and ±100 for the full control effect
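A549 ARE_Fluc cells in 5% FBS OPTI-MEM were exposed to compounds in concentration-response for 18-24 h at 37 deg C. Viability was read by CellTiter-Fluor fluorescence (Ex 405/Em 525) after 30 min, before the luciferase read.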
EPAC2 antagonist: EPAC2 (human) antagonism; EPAC2 GEF exchange of Rap1B-BODIPY-GDP, fluorescence; Potency, µM (series often up to 114 µM), for the others: top-dose activity, negative = inhibition, usual class: inhibitors; 0.18% of 360,000 active; also: potency is read from the fitted curve at half-maximal effect; % is scaled to controls: 0 for no effect and ±100 for the full control effect; nearly all actives have a fitted effect of over 45% in size; many of its hits are not listed in these tables
Target sequence (Q8WZA2 whole entry, looked up): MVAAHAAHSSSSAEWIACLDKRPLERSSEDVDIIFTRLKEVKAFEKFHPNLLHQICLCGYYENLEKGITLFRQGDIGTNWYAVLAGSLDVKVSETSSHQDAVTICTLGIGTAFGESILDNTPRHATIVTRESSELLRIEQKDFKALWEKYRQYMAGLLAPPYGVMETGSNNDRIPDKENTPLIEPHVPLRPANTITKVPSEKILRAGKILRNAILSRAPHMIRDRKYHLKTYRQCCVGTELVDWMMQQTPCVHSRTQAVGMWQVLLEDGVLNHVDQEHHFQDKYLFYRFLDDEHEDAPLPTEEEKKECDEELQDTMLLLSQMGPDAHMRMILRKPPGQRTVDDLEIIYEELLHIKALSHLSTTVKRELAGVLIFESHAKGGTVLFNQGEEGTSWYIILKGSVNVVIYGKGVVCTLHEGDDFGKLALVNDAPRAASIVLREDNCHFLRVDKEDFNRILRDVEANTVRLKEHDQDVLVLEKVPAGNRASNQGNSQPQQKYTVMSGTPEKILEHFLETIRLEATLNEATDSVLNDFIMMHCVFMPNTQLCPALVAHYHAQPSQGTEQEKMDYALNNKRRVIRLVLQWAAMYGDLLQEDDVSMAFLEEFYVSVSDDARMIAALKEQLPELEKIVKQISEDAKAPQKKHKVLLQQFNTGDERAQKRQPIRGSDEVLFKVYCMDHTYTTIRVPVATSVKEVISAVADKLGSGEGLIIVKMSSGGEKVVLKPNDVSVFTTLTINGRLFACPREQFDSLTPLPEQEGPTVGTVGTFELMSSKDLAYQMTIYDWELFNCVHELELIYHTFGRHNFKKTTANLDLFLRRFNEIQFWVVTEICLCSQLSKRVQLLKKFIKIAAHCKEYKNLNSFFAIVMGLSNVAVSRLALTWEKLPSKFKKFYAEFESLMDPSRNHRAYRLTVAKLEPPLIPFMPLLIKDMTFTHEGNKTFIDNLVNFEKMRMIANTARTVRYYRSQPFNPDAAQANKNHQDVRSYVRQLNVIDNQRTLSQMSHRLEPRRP
pAkt inh: blocks phosphorylation of Akt. Neuro2A IGF-stimulated pAkt S473 HTRF, 20 min; active compounds read low. activity change, % for hits at 50 µM. 0.32% of 360,000 active; in the data active = activity change below about -80%; inconclusive = mostly about -51% to -80%; also: % is scaled to controls: 0 for no effect and ±100 for the full control effect
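Neuro2A cells in DMEM with 0.5% FBS, overnight at 37 deg C, given compound at single 50 µM final, then IGF (6 nM final) for 20 min at 37 deg C. Lysed; phospho-Akt Ser473 by HTRF after 24 h, 665/615 ratio.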
CCT modulator: modulators of cytosolic chaperonin (CCT/TRiC) activity; 0.3% of 360,000 active; purified chaperonin ATPase assay, HTRF ADP detection, 30 min; activity change, % (no concentration beside the values), hits read low; AID 651819; in the data active = activity change below about -30%; also: % is scaled to controls: 0 for no effect and ±100 for the full control effect
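TRiC (40 or 20 nM final, by batch activity) in 30 mM Tris pH 7.4, 100 mM KCl, 5 mM MgCl2, 1 mM DTT was treated with compound at 76 uM single dose, then 10 uM ATP, 30 min at 37 °C. ADP was read by HTRF Transcreener.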
Nrf2 ARE act: activators of Nrf2 (ARE) signaling; AREc32 ARE-luciferase reporter (MCF7-derived line), luminescence, 24 h; Potency, µM (series often up to 46.1 µM), for inactives: top-dose activation, usual class: activators; 0.31% of 410,000 active; AID 624171; also: potency is read from the fitted curve at half-maximal effect; % of control where 0% means no effect; nearly all actives have a fitted effect of over 65% in size
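Cells of the AREc32 ARE-luciferase line are plated in OPTI-MEM containing 5% FBS and left overnight at 37 deg C. Compounds are pinned in, incubation continues 24 hr, and firefly luciferase signal is then measured.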
TGFb SMAD3 inh: inhibitors of TGF-b signaling | HepG2 CAGA-GFP TGF-b/SMAD3 reporter, GFP fluorescence, 18 h; TGF-beta stimulated, 500 pg/mL final | Potency, µM (top dose mostly 46.1 µM), for the others: top-dose activity, negative = inhibition, most hits filed as inhibitors | 1.2% of 410,000 active | AID 588855; also: potency is read from the fitted curve at half-maximal effect; % is scaled to controls: 0 for no effect and ±100 for the full control effect; nearly all actives have a fitted effect of over 65% in size
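Cell-based qHTS in HEPG2 carrying a CAGA-GFP Smad reporter; compounds added before 500 pg/mL final TGF-beta, 18 h incubation at 37 degrees C, GFP fluorescence quantified per cell by imaging cytometry.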
EPAC2 agonist: EPAC2 (human) agonism; Potency, µM (series often up to 154 µM), for inactives: at the top dose activation, most hits filed as activators; EPAC2 activation, biochemical qHTS; response scale: 100% = 6.5 mM cAMP response; 0.079% of 360,000 active; AID 720711; also: potency is read from the fitted curve at half-maximal effect; nearly all actives have a fitted effect of over 50% in size
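Exchange assay: 100 nM EPAC2 with 250 nM Rap1B-BODIPY-GDP and 50 uM GDP. Fluorescence (ex 480/em 540 nm) read every 5 min for 30 min at room temperature. Data normalized to 6.5 mM cAMP as agonist control.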
Nrf2 inh: Nrf2 pathway inhibition | 2.1% of 360,000 active | A549 ARE-Fluc reporter, luciferase luminescence, 18-24 h | Potency, µM (series often up to 46 µM), without a hit: top-dose activity change, negative = inhibition, usual class: inhibitors; also: potency is read from the fitted curve at half-maximal effect; % is scaled to controls: 0 for no effect and ±100 for the full control effect; nearly all actives have a fitted effect of over 60% in size
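A549 ARE_Fluc cells (5000/well, 5% FBS OPTI-MEM) pre-incubated 2 h, then treated with compounds 18-24 h at 37C/5% CO2 in concentration-response. CellTiter-Fluor viability read first; BugLite luciferase luminescence after 15 min at room temperature gives Nrf2 activity.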
The depositor's hits bear a star; i = inactive; ? = inconclusive; . = not tested or not shown; [ ] = another dose, or the depositor's remark. Unless noted, calls follow the shape of the dose curve; as a rule, active = well fitted curve in the direction sought with a large enough effect; inconclusive = small, poorly fitted or top-dose-only effect, or another doubt; inactive = no such curve, though single readings can be large; an effect the other way counts as inactive or inconclusive.

SMILES	Mm-Cpn inhibitor	A549 viability	EPAC2 antagonist	pAkt inh	CCT modulator	Nrf2 ARE act	TGFb SMAD3 inh	EPAC2 agonist	Nrf2 inh
CCOC(=O)N1CCN(c2cc(=O)n(-c3cccc(C)c3)c(=O)[nH]2)CC1	0%	5%	3%	i	-1.5	-0.8%	-16%	9%	-6%
COc1ccc(S(=O)(=O)N(Cc2cc3ccc(OC)cc3[nH]c2=O)CC2COCCO2)cc1 (stereo not drawn)	-4%	5%	1%	i	2.7	0.5%	-7%	-14%	?
COc1ccc(Nc2nc(-c3ccc(OC)cc3)cs2)cc1	-5%	0%	-4%	i	-0.1	4.9%	19%	7%	0%
c1ccc(-c2ccc(CN3C[C@@H]4C(c5ccccc5)C5(c6ccccc6)CC4(C5)[C@H]3c3ccccc3)cc2)cc1 (stereo partly drawn)	0%	-13%	13%	i	-0.2	-1.1%	14%	-3%	-5%
COc1cccc(Nc2nc(C)cc(C)c2C#N)c1	-1%	-1%	6%	i	1.2	0.9%	10%	3%	11%
COc1ccc(/C=N/NC(=O)C[n+]2ccccc2)c(OC)c1	-4%	-2%	3%	i	0.6	0.0%	1%	-4%	4%
O=C(O)CC(c1ccc(Cl)cc1)N1C(=O)CCC1=O (stereo not drawn)	1%	-7%	8%	i	-1.3	-0.2%	?	-9%	1%
Cc1nn2c(=O)cc(CSc3nc4ccccc4[nH]3)nc2s1	2%	4%	9%	i	-2.7	0.5%	-6%	-1%	4%
O=C(NNc1nc2cc3c(cc2s1)OCO3)c1ccccc1	1%	8%	3%	i	1.0	7.7%	15%	6%	14%
COc1ccc(C2=NO[C@@H]3C(=O)N(c4ccc(C)cc4C)C(=O)[C@H]23)cc1OC	1%	-1%	4%	i	-0.5	0.0%	15%	-7%	2%
CCc1ccccc1NC(=O)Cn1c(=O)n(CC2CCC(C(=O)NCCc3ccccc3)CC2)c(=O)c2ccccc21 (stereo not drawn)	.	7%	.	.	.	-0.8%	4%	.	15%
CC(C)[C@H](NC(=O)c1ccccc1)C(=O)NCCc1ccccc1	2%	9%	3%	i	-3.0	0.1%	-11%	7%	6%
Nc1nnc(SCCN2C(=O)c3ccccc3S2(=O)=O)s1	2%	-9%	5%	i	0.9	-0.5%	3%	0%	.
CCCCCCCCCCCCCCCC[n+]1ccc(/C=N/O)cc1	-1%	-20%	-23%	i	0.4	-2.7%	?	14%	16µM*
CC(C)(C)NC(=O)Nc1ccc2nccnc2c1	-25%	-4%	10%	i	-1.9	3.1%	1%	-3%	20%

Gathered by group: the entries above containing two or more sulfur atoms
SMILES	Mm-Cpn inhibitor	A549 viability	EPAC2 antagonist	pAkt inh	CCT modulator	Nrf2 ARE act	TGFb SMAD3 inh	EPAC2 agonist	Nrf2 inh
Cc1nn2c(=O)cc(CSc3nc4ccccc4[nH]3)nc2s1	2%	4%	9%	i	-2.7	0.5%	-6%	-1%	4%
Nc1nnc(SCCN2C(=O)c3ccccc3S2(=O)=O)s1	2%	-9%	5%	i	0.9	-0.5%	3%	0%	.

Next part
SMILES	Mm-Cpn inhibitor	A549 viability	EPAC2 antagonist	pAkt inh	CCT modulator	Nrf2 ARE act	TGFb SMAD3 inh	EPAC2 agonist	Nrf2 inh
Cc1onc(-c2ccc(Cl)cc2Cl)c1-c1csc(N/N=C/c2ccccc2)n1	-2%	-5%	-6%	i	-0.2	0.0%	-11%	6%	-29%
COc1cccc(C(=O)N2c3ccccc3Sc3ccccc32)c1	1%	-6%	-7%	i	-0.3	5.0%	?	4%	?
COc1ccccc1N1CCN(C(=O)c2cc3c(=O)n(C)c4ccccc4c3n2C)CC1	-22%	2%	-10%	i	0.1	-0.9%	4%	8%	-13%
CC(C)CCn1c(SCC(=O)N2CC(=O)Nc3ccccc32)nc2scc(-c3cccs3)c2c1=O	-8%	-6%	7%	i	-0.2	0.2%	5%	0%	11%
CCOc1ccc(S(=O)(=O)N2CCC(C(=O)NCC(=O)Nc3cccc(Cl)c3C)CC2)cc1	1%	-1%	2%	i	-0.1	4.4%	-17%	4%	6%
CN(C)/C=N/c1ncnc2c1cnn2-c1ccc(C(F)(F)F)cn1	1%	7%	-3%	i	0.9	7.1%	-9%	-12%	?
COC(=O)Cn1c2ccccc2c(=O)n1C(C)CBr (stereo not drawn)	.	.	1%	i	-0.2	-0.7%	.	3%	.
Fc1ccc(OCCOCCN2CCNCC2)cc1	-2%	1%	6%	i	-1.9	2.2%	1%	5%	3%
COC(=O)c1ccccc1-n1c(CCC(=O)O)ccc1-c1ccc(F)cc1	1%	-3%	-19%	i	-4.3	0.4%	-2%	3%	-3%
CCN1CCN(CCCNC(=O)c2cc3c(=O)n(C)c4ccccc4c3s2)CC1	.	-1%	.	.	.	?	63%[activator]	.	-22%
COc1ccccc1/C=C/C(=O)Nc1cccnc1	-4%	8%	-6%	i	-3.0	4.2%	6%	16%	7%
C/C(=N\Nc1nc(N2CCOCC2)nc(N2CCOCC2)n1)c1ccc([N+](=O)[O-])cc1	1%	5%	4%	i	-2.4	0.2%	10%	10%	-18%
C[C@@H]1CN([C@@H](C)CO)C(=O)CCCn2cc(nn2)CO[C@H]1CN(C)S(=O)(=O)c1ccc(-c2ccccc2)cc1	.	.	-4%	i	-1.5	-0.3%	2%	-3%	.
COc1cc(NC(=O)CSc2nc3[nH]ncc3c(=O)n2-c2ccc(Cl)cc2)cc(OC)c1	4%	-2%	-11%	i	-2.5	0.4%	?	14%	?
Cc1ccc(NCc2ccccc2)cc1	2%	3%	0%	i	1.9	2.5%	14%	-2%	-4%
CCc1ccc(-n2nc(C)c3c(C)cc(=O)n(CC(=O)Nc4ccc(F)cc4C)c32)cc1	.	3%	.	.	.	-1.1%	-3%	.	24%
CCC[C@@H]1Cc2ccccc2N1C(C)=O	0%	-1%	13%	i	0.9	-0.6%	3%	-4%	-2%
Cc1cc2c(=O)n(C)c(SCC(=O)Nc3cccc(O)c3)nc2s1	-1%	5%	-3%	i	-2.9	8.8%	2%	14%	8%
COc1cc([N+](=O)[O-])ccc1NC(=O)CCCOc1ccc(C)cc1	0%	-5%	-14%	i	3.3	0.1%	-18%	-15%	-13%
CCOc1ccc(C(=O)Nc2ccc3nc(N4CCN(CC)CC4)cc(C)c3c2)cc1	1%	1%	3%	i	-1.3	0.5%	19%	4%	1%
CCc1nc(NCCc2ccccn2)c2nnn(Cc3ccccc3F)c2n1	-3%	-6%	6%	i	-1.5	-0.1%	0%	1%	?
Cc1cc(C)c(C#N)c(Nc2ccccc2C)n1	0%	-3%	3%	i	-0.8	-0.8%	13%	-1%	3%
COc1cc(CO)ccc1OCc1nnnn1-c1ccc(C)cc1	-6%	2%	-5%	i	-2.1	-0.1%	-2%	7%	-5%
CCCCOc1ccccc1NC(=O)CC1Sc2ccccc2NC1=O (stereo not drawn)	.	-1%	.	.	.	-0.5%	-4%	.	-26%
COc1cc(C(=O)OCC(=O)Nc2ccc(OC(F)F)cc2)cc(OC)c1OC	-5%	-7%	-10%	i	0.0	-0.3%	?	4%	?
CCOC(=O)c1c(NC(=O)c2cccs2)sc(C)c1CC	0%	-24%	-20%	.	-1.2	10%	-2%	4%	?
O=c1oc2c3c(ccc2c2ccccc12)OCN(Cc1ccc(Cl)cc1)C3	.	3%	.	.	.	6.9%	-5%	.	13%
COc1ccc(CCNC(=O)c2ccccc2NS(=O)(=O)c2cc(C(=O)O)ccc2OC)cc1	-1%	-15%	-2%	i	0.4	3.2%	-1%	4%	-5%
Cc1nc2c(c(=O)n1CCC(C)C)c1nc3ccccc3nc1n2CC1CCCO1 (stereo not drawn)	-3%	-7%	3%	i	2.3	1.0%	1%	-6%	-20%
Cc1ccc(S(=O)(=O)N(CC(=O)Nc2ccc(F)cc2F)Cc2ccc(F)cc2)cc1	.	-1%	.	.	.	-0.1%	0%	.	?
CCOc1cc(C=O)ccc1OCCSc1ccc(C)cc1	0%[15.4 µM]	-1%	-6%	i	-2.5	2.6%	5%	24%	-3%
O=C(CNCC1(N2CCOCC2)CCCCC1)Nc1ccc(Cl)cc1	3%	6%	-8%	i	-0.7	-0.9%	-3%	1%	11%
O=C(O)CC(CC(=O)O)(C(=O)O)c1ccccc1	-2%	-6%	0%	i	-3.5	-0.8%	1%	0%	3%
COc1cc(NC(=O)c2cc(-c3cccs3)on2)cc(OC)c1OC	-2%	2%	-4%	i	2.0	2.3%	-8%	-6%	-17%
Cc1ccc(C2C3=C(CCCC3=O)OC3=C2C(=O)CCC3)cc1	0%	-13%	6%	i	-4.8	0.1%	-14%	1%	2%
Cc1ccc(C(=O)CSc2nnc(COc3cc(C)cc(C)c3)o2)cc1	1%	15%	-7%	i	-3.7	0.1%	-10%	19%	10%
Cc1[nH]c(C)c(S(=O)(=O)NCCc2ccc(S(N)(=O)=O)cc2)c1C(=O)N1CCCC1	0%	9%	-1%	i	-2.4	-0.6%	14%	-8%	15%
CCOc1ccc(NC(=O)Cn2cnc3c(oc4ccccc43)c2=O)cc1	.	-16%	.	.	.	0.5%	-6%	.	?
CCN1CCN(C(=O)C2CCN(S(=O)(=O)c3cccc4cccnc34)CC2)CC1	-1%	1%	1%	i	2.0	0.2%	-20%	0%	1%
CC(C(=O)Nc1ccccc1Cl)c1ccc([N+](=O)[O-])cc1 (stereo not drawn)	1%	15%	-4%	i	-2.9	-0.1%	-5%	1%	-13%
Cc1cc(C)c(Nc2nc3ccccc3n3c(C)nnc23)c(C)c1	.	9%	.	.	.	-0.1%	-17%	.	39%
Cc1nn(-c2ccc(F)cc2)c(N)c1C1(O)C(=O)Nc2ccccc21 (stereo not drawn)	0%	-2%	0%	i	2.0	-0.9%	-9%	3%	3%

Bioassay records from PubChem.

Only part of the results is shown; the hit share may differ from the screen's.
